PTEN del growth = suppresses growth of cells with PTEN deletion. HCT116 PTEN-null viability, CellTiter-Glo, 60 h; active compounds read low. actives 1.2% (n = 140,000). viability, % at 10 µM. AID 827;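 active = viability at or below a set limit, 4 SD under the median of all tested compounds, cut at about 3.7% in these data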;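 also: PTEN knockout HCT116 line with beta catenin targeted HCT116 as companion control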
Measles CPE = protection of cells from measles virus; Measles virus-infected cells, CPE protection, absorbance; protection (pct of control), % at 4 µM; actives 1.5% (n = 140,000); AID 841; in the data active = protection mostly above about 24%, no sharp cut-off; inactive = mostly below about 26%; also: some compounds called inactive have numbers as strong as hits
Yeast lifespan up = yeast lifespan extension; inhibition of the nicotinamide effect, % at 10 µM; S. cerevisiae growth with nicotinamide, OD615; deaD strain in restrictive glucose medium; actives 0.68% (n = 130,000);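 active = inhibition above a set limit, placed 3 SD over the median of all compounds, cut at about 26% in these data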;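 also: 0% = nicotinamide-treated wells and 100% = cells grown without nicotinamide; some compounds called inactive have numbers as strong as hits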
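assay system = DeaD-strain S. cerevisiae | buffer or medium = restrictive glucose medium | reagent = 1.5 mM nicotinamide | compound = 10 µM single point, 0.25% DMSO | incubation = 48 h compound exposure at 30 °C, humidified | signal = OD615 measurement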
bCat KO growth = beta-catenin-lacking colon tumor cell growth suppression; HCT116 beta-catenin knockout viability, CellTiter-Glo, 60 h; active compounds read low; viability, % at 10 µM; actives 1.5% (n = 140,000); AID 818;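 active = viability at or under a set limit, the compound median less 4 SD, cut at about 6% in these data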;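 also: 0% = Hyamine 1622 control at 20 µM and 100% = untreated cell control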
MRP-1 activ = activators of MRP-1; H69AR cells + doxorubicin, viability rescue, CellTiter-Glo; viability increase, % at 10 µM; actives 0.61% (n = 140,000); AID 799;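 active = viability gain under doxorubicin at or above a set limit, the compound median plus 3 SD, cut at about 4.7% in these data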;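 also: MRP-1 overexpressing cells given doxorubicin 25 µM after compound pretreatment; 18-22 h compound pretreatment then 72 h with doxorubicin before readout; 0% = doxorubicin-only wells and 100% = vehicle-treated cells without doxorubicin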
Yeast growth inh = chemicals that inhibit yeast BB579 growth in restrictive medium (lifespan-shortening candidates); S. cerevisiae BB579 growth, OD615, 48 h; inhibition, % at 10 µM; actives 0.51% (n = 140,000);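 active = inhibition above a set limit, 3 SD over the mean compound inhibition, cut at about 44% in these data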; also: inactives centre near -24
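Material: Saccharomyces cerevisiae DeaD strain BB579, replicative lifespan model yeast; buffer or medium: CSMM-D restrictive synthetic medium containing dextrose (glucose); compound: 10 µM single dose, DMSO 0.25%; timing: 48 h compound exposure at 30 °C after 4 h preincubation; signal: turbidity as optical density at 615 nm; benchmarks: positive control amphotericin B 10 µg/mL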
Phagocyt inh = inhibitors of macrophage phagocytosis. J774A.1 macrophage IgG-bead phagocytosis, imaging. inhibition, % at 5 µM. actives 0.07% (n = 110,000). AID 1029;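 active = inhibition above the mean of the plate negative controls plus 5 SD, cut at about 13% in these data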;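 also: phagocytic index as fraction of beads internalized from green versus red external bead signal; plate controls were DMSO negative control for no effect and cytochalasin-D positive control for full effect; some results beyond the cut were filed as inactive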
GALR2 antag = GALR2 (human) receptor antagonism; GALR2-expressing cells, antagonist mode; O43603; actives 0.39% (n = 140,000); inhibition, % at 4 µM; in the data active = inhibition above about 27%;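 also: cells stimulated with galanin 1-16 at roughly its EC80; 0% = agonist challenge control and 100% = basal control without agonist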
Target sequence (O43603 whole entry, looked up): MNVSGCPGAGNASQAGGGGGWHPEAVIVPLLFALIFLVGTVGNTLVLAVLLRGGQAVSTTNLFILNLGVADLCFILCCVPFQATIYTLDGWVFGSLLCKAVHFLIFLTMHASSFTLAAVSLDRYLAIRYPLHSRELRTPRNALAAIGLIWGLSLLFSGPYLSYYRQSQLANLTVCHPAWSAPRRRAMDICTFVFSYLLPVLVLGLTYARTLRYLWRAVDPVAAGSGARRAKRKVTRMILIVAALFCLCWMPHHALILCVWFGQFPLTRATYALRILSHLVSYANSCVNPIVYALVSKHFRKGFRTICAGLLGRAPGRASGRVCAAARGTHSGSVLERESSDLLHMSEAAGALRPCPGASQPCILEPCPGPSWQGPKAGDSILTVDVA
E-sel TNF inh = blocks E-selectin expression induced by TNF alpha. inhibition, % at 2 µM. HUVEC TNFa-induced E-selectin immunofluorescence, high content. actives 0.71% (n = 120,000). AID 1246;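 active = inhibition above the batch mean plus 3 SD, and confirmed as a hit on visual image review, cut at about 43% in these data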;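 also: 0% = TNF-stimulated DMSO wells and 100% = unstimulated control wells; not every result past the cut was called active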
NPY-Y2 antag = NPY-Y2 (human) receptor antagonism. inhibition, % at 2.7 µM. NPY-Y2 expressing cells, antagonist mode. P49146. actives 0.99% (n = 140,000); in the data active = inhibition above about 17%;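 also: 0% = vehicle with agonist challenge and 100% = reference antagonist with challenge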
Target sequence (P49146 whole entry, looked up): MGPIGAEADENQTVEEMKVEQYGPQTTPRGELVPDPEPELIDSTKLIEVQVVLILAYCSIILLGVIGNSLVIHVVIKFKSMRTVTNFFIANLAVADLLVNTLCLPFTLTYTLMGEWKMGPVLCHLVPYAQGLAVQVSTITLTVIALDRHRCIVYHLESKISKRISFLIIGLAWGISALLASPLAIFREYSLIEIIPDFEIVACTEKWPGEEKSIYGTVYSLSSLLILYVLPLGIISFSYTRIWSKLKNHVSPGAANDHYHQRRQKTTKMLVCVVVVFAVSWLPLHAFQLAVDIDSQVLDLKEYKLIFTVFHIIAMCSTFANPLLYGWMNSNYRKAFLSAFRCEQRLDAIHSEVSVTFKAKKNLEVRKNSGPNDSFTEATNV
* = called active by the depositor.

`CC1=NN(c2ccccc2)C(=O)C1C(=O)c1ccccc1` (centres undefined) gave PTEN del growth 90, Measles CPE 13, Yeast lifespan up 28*, bCat KO growth 96, MRP-1 activ 0.5, Yeast growth inh -32, GALR2 antag -5, E-sel TNF inh 18 and NPY-Y2 antag 10.
O=C(O)c1ccc(C2SCC(=O)N2Cc2ccccc2)cc1 (centres undefined) was read as PTEN del growth 96, Measles CPE 7, Yeast lifespan up -8, bCat KO growth 104, MRP-1 activ 0.5, Yeast growth inh -28, Phagocyt inh -1, GALR2 antag -3, E-sel TNF inh -20 and NPY-Y2 antag 4.
Cc1ccc(-c2cc(C(=O)Nc3ccc(S(=O)(=O)Nc4ncccn4)cc3)c3ccccc3n2)cc1 was read as PTEN del growth 83, Measles CPE 9, Yeast lifespan up -2, bCat KO growth 82, MRP-1 activ -1.6, Yeast growth inh -3, GALR2 antag -1 and NPY-Y2 antag 1.
Screening COc1cccc(-c2nc(NC(C)(C)C)c3ccccc3n2)c1O returned PTEN del growth 75, Measles CPE 11, Yeast lifespan up -12, bCat KO growth 78, MRP-1 activ -0.9, Yeast growth inh -14, Phagocyt inh -1, GALR2 antag -8 and NPY-Y2 antag -5.
CC(C)OC(=O)C(C)Oc1ccc(C(=O)NCCc2ccccc2)cc1 (centres undefined) was read as PTEN del growth 95, Measles CPE 3, Yeast lifespan up -16, bCat KO growth 101, MRP-1 activ -2.0, Yeast growth inh 1, Phagocyt inh -3, GALR2 antag 6, E-sel TNF inh -2 and NPY-Y2 antag 3.
`COc1ccc(C(=O)Nc2ccccc2C(=O)N/N=C/c2ccc(O)c(OC)c2)cc1` gave PTEN del growth 70, Measles CPE 15, Yeast lifespan up -16, bCat KO growth 74, MRP-1 activ -4.3, Yeast growth inh -37, Phagocyt inh -2, GALR2 antag 10, E-sel TNF inh 8 and NPY-Y2 antag 2.
`CC1=NC(=O)C(N=Nc2cccc(C(=O)O)c2)N1c1ccccc1` (centres undefined) gave PTEN del growth 95, Measles CPE 6, Yeast lifespan up -12, bCat KO growth 90, MRP-1 activ -1.8, Yeast growth inh -42, Phagocyt inh -2, GALR2 antag -7, E-sel TNF inh 7 and NPY-Y2 antag 5.
`COc1cccc(-c2nc(CS(=O)(=O)CC(=O)Nc3cc(C)ccc3C)c(C)o2)c1` gave PTEN del growth 75, Measles CPE 3, Yeast lifespan up -5, bCat KO growth 66, MRP-1 activ -1.5, Yeast growth inh -31, Phagocyt inh 0, GALR2 antag -6 and NPY-Y2 antag 8.
`O=C(/C=C/c1cccc(Cl)c1)Nn1c(-c2cccs2)nc2ccccc2c1=O` gave PTEN del growth 76, Measles CPE 25, Yeast lifespan up 2, bCat KO growth 90, MRP-1 activ -2.9, Yeast growth inh -27, Phagocyt inh -13, GALR2 antag -5, E-sel TNF inh 2 and NPY-Y2 antag 7.
For COc1ccc2c(c1OC)C(=O)N(c1ncn[nH]1)C2 the results were PTEN del growth 97, Measles CPE 19, Yeast lifespan up -14, bCat KO growth 89, MRP-1 activ -1.2, Yeast growth inh -3, Phagocyt inh 1, GALR2 antag -1, E-sel TNF inh 12 and NPY-Y2 antag -1.
`O=C1Nc2cc3c(cc2Sc2ccccc21)OCCO3` gave PTEN del growth 95, Measles CPE 3, Yeast lifespan up -17, bCat KO growth 101, MRP-1 activ -2.4, Yeast growth inh -32, Phagocyt inh 0, GALR2 antag -1, E-sel TNF inh -30 and NPY-Y2 antag 2.
For O=c1[nH]nc(Cc2ccc(Cl)cc2)c2ccccc12 the results were PTEN del growth 91, Measles CPE 7, bCat KO growth 92, MRP-1 activ -0.1, Yeast growth inh -20, GALR2 antag 0, E-sel TNF inh 3 and NPY-Y2 antag 8.

Overlap with the part before: 4 compounds, followed by the next part.
`O=C(/C=C/c1cccc(Cl)c1)Nn1c(-c2cccs2)nc2ccccc2c1=O` gave PTEN del growth 76, Measles CPE 25, Yeast lifespan up 2, bCat KO growth 90, MRP-1 activ -2.9, Yeast growth inh -27, Phagocyt inh -13, GALR2 antag -5, E-sel TNF inh 2 and NPY-Y2 antag 7.
For COc1ccc2c(c1OC)C(=O)N(c1ncn[nH]1)C2 the results were PTEN del growth 97, Measles CPE 19, Yeast lifespan up -14, bCat KO growth 89, MRP-1 activ -1.2, Yeast growth inh -3, Phagocyt inh 1, GALR2 antag -1, E-sel TNF inh 12 and NPY-Y2 antag -1.
`O=C1Nc2cc3c(cc2Sc2ccccc21)OCCO3` gave PTEN del growth 95, Measles CPE 3, Yeast lifespan up -17, bCat KO growth 101, MRP-1 activ -2.4, Yeast growth inh -32, Phagocyt inh 0, GALR2 antag -1, E-sel TNF inh -30 and NPY-Y2 antag 2.
For O=c1[nH]nc(Cc2ccc(Cl)cc2)c2ccccc12 the results were PTEN del growth 91, Measles CPE 7, bCat KO growth 92, MRP-1 activ -0.1, Yeast growth inh -20, GALR2 antag 0, E-sel TNF inh 3 and NPY-Y2 antag 8.
Screening Cc1ccccc1-n1c(=O)cc(NCC2CCCO2)[nH]c1=O (centres undefined) returned PTEN del growth 101, Measles CPE 5, bCat KO growth 102, MRP-1 activ 1.1, Yeast growth inh -25, GALR2 antag 6, E-sel TNF inh -21 and NPY-Y2 antag -1.
`Cc1c(OC(=O)CNC(=O)OC(C)(C)C)ccc2c3c(c(=O)oc12)CCC3` gave PTEN del growth 106, Measles CPE 8, Yeast lifespan up -23, bCat KO growth 108, MRP-1 activ -3.7, Yeast growth inh -19, Phagocyt inh -1, GALR2 antag -2, E-sel TNF inh -13 and NPY-Y2 antag 3.
Screening NC(=O)C1CCN(C(=O)COc2ccc(S(=O)(=O)NCc3ccccc3)cc2Cl)CC1 returned PTEN del growth 87, Measles CPE 12, Yeast lifespan up 0, bCat KO growth 93, MRP-1 activ -1.8, Yeast growth inh -31, Phagocyt inh -3, GALR2 antag 6 and NPY-Y2 antag 1.
Brc1ccc(OCCn2ccnc2)cc1 was read as PTEN del growth 90, Measles CPE 9, Yeast lifespan up 17, bCat KO growth 91, MRP-1 activ 0.6, Yeast growth inh -40, Phagocyt inh 0, GALR2 antag 0, E-sel TNF inh -13 and NPY-Y2 antag -1.
Cc1cc(/C=C(/C#N)C(=O)Nc2ccccc2)c(C)n1-c1cccnc1 was read as PTEN del growth 88, Measles CPE 6, Yeast lifespan up -10, bCat KO growth 81, MRP-1 activ -1.6, Yeast growth inh -32, Phagocyt inh 0, GALR2 antag 6, E-sel TNF inh 1 and NPY-Y2 antag 2.
Screening CCOc1ccc(C(=O)NCCc2ccccc2)cc1 returned PTEN del growth 87, Measles CPE 2, Yeast lifespan up -16, bCat KO growth 87, MRP-1 activ 3.0, Yeast growth inh -14, Phagocyt inh 0, GALR2 antag -5, E-sel TNF inh -39 and NPY-Y2 antag 0.
For CCOc1ccc(NC(=O)c2ccccc2CO)cc1 the results were PTEN del growth 96, Measles CPE 10, Yeast lifespan up -11, bCat KO growth 94, MRP-1 activ -0.8, Yeast growth inh -72, Phagocyt inh 2, GALR2 antag 0 and NPY-Y2 antag -1.
Screening CCOC(=O)c1c(COC(=O)c2ccco2)nc2ccccc2[n+]1[O-] returned PTEN del growth 100, Measles CPE 4, Yeast lifespan up -9, bCat KO growth 95, MRP-1 activ -1.4, Yeast growth inh -62, Phagocyt inh -1, GALR2 antag -3, E-sel TNF inh -2 and NPY-Y2 antag 2.
Screening O=C1C=C(Nc2ccccc2O)c2ccccc2C1=O returned PTEN del growth 1.8*, Measles CPE 28, Yeast lifespan up 6, bCat KO growth 2.3*, MRP-1 activ -6.0, Yeast growth inh -21, GALR2 antag 28*, E-sel TNF inh 11 and NPY-Y2 antag 0.
For O=C(CC1c2ccccc2Oc2ccccc21)N1CCN(c2ccccn2)CC1 the results were PTEN del growth 57, Measles CPE 5, Yeast lifespan up 33, bCat KO growth 62, MRP-1 activ -3.0, Yeast growth inh -43, GALR2 antag -9 and NPY-Y2 antag 10.
Screening CCCCC(=O)OCc1nc(N)nc(Nc2ccccc2C)n1 returned PTEN del growth 98, Measles CPE 6, Yeast lifespan up -4, bCat KO growth 89, MRP-1 activ -1.9, Yeast growth inh -11, Phagocyt inh -8, GALR2 antag -13, E-sel TNF inh 18 and NPY-Y2 antag 4.
CC1CCc2c(sc(NC(=O)c3ccc(-c4ccccc4[N+](=O)[O-])o3)c2C#N)C1 (centres undefined) was read as PTEN del growth 90, Measles CPE 2, Yeast lifespan up -20, bCat KO growth 101, MRP-1 activ 0.8, Yeast growth inh -3, Phagocyt inh -1, GALR2 antag 0, E-sel TNF inh -49 and NPY-Y2 antag 2.
COc1ccc(C(=O)/C=C/c2ccc(OC3CSC3)cc2)cc1OC was read as PTEN del growth 16, Measles CPE 3, Yeast lifespan up -7, bCat KO growth 18, MRP-1 activ -5.0, Yeast growth inh -19, Phagocyt inh -2, GALR2 antag -8 and NPY-Y2 antag 4.
Screening O=C(NCC1CCCO1)c1ccccc1-c1nc(-c2ccc(F)cc2)no1 (centres undefined) returned PTEN del growth 93, Yeast lifespan up -6, bCat KO growth 97, MRP-1 activ -0.6, Yeast growth inh -35, Phagocyt inh 0, GALR2 antag 9, E-sel TNF inh -11 and NPY-Y2 antag 2.
Screening CCN(CC)c1ccc(-c2nn3c(-c4ccccc4OC)nnc3s2)cc1 returned PTEN del growth 2.1*, Measles CPE 1, Yeast lifespan up -12, bCat KO growth 3.3*, MRP-1 activ -5.3, Yeast growth inh -69, Phagocyt inh 4, GALR2 antag 11, E-sel TNF inh 23 and NPY-Y2 antag 9.
`CC1(C)CC2CC(C)(CN2C(=O)c2cccs2)C1` (centres undefined) gave PTEN del growth 94, Measles CPE 21, Yeast lifespan up 4, bCat KO growth 96, MRP-1 activ -0.9, Yeast growth inh -39, Phagocyt inh 7, GALR2 antag 6, E-sel TNF inh -1 and NPY-Y2 antag 5.
Screening Cc1cccc(OCC(=O)N2CCOCC2)c1 returned PTEN del growth 100, Measles CPE 6, Yeast lifespan up 7, bCat KO growth 100, MRP-1 activ 0.3, Yeast growth inh -40, Phagocyt inh 1, GALR2 antag 8 and NPY-Y2 antag 3.
For CCC(=O)Nc1nnc(-c2ccc(OC)cc2)o1 the results were PTEN del growth 103, Measles CPE 16, Yeast lifespan up -2, bCat KO growth 86, MRP-1 activ -0.5, Yeast growth inh 6, Phagocyt inh -1, GALR2 antag -3, E-sel TNF inh 31 and NPY-Y2 antag -1.
`O=C(CSc1ncnc2sc3c(c12)CCCC3)c1ccco1` gave PTEN del growth 99, Measles CPE 46*, Yeast lifespan up -10, bCat KO growth 96, MRP-1 activ -0.9, Yeast growth inh -41, Phagocyt inh 1, GALR2 antag -7, E-sel TNF inh -1 and NPY-Y2 antag 2.

Compound activity: PubChem, several laboratories
